High-throughput results from PubChem BioAssay.
S3 lipid droplet: qHTS Assay for Lipid Storage Modulators in Drosophila S3 Cells | lipid storage change, negative = inhibition, % at the top dose, mostly 46.1 µM; hits show Potency in µM | 0.64% of 320,000 active | Drosophila S3 cells, BODIPY lipid droplet fluorescence, 18-24 h; cells fed with added oleic acid; active = well fitted inhibition curve with a large enough effect in the signal ratio, with a control signal flat, not every such curve was filed as active; inconclusive = small, poorly fitted or top-dose-only effect, or effect the other way, or a change in a side signal; the % refers to the signal ratio
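Drosophila S3 cells got compounds at several concentrations plus oleic acid (400 uM solution). Laser-scanning cytometry with 488 nm excitation read lipid droplets at 500-530 nm and cells at 575-640 nm. Percent activity was relative to 20 uM Triacsin C.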
S3 lipid droplet cell count max: further read-out of S3 lipid droplet, marked with its call; cell number change, %; measured here: cell count max response;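 cells counted by Cell Tracker Red CMTPX staining in the red channel; peak over a dose series mostly up to 46.1 µM; percent activity relative to internal control wells on each plate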
Active calls of the source: *; i = inactive; ? = inconclusive; . = not tested or not shown; [ ] = dose if it differs, or a comment. % is set by controls: 0 for no effect and ±100 for the full control effect; potency is the fitted concentration of half-maximal effect. The list is partial, so the mix of outcomes need not match the whole.

Compound,S3 lipid droplet cell count max,S3 lipid droplet
CC(C)c1ccc(-n2cnn(-c3ncccc3[N+](=O)[O-])c2=O)cc1,-14,i
COc1ccc(NC(=O)c2c[nH]c(=O)n(-c3ccc(C)c(C)c3)c2=O)cc1OC,-3,6%
Cc1cccc(N(CC(=O)NCc2ccc(F)cc2)C(=O)c2ccco2)c1,5,23%
COc1cccc(Nc2ncnc3c2cnn3-c2cccc(C)c2)c1,.,?
Cc1ccc(-c2nn3c(C)nnc3c3ccccc23)cc1S(=O)(=O)NCCN1CCOCC1,-2,1%
CCCCCCCC(=O)OC(CN1CCCCC1)CN1CCCC1=O (stereo not given),.,?
CC(=O)c1cccc(NC(=O)N(c2ccccc2)c2ccccc2)c1,.,?
COc1ccc(NC(=O)CSc2nc(=O)n(CCN(C)C)c3c2CCCC3)cc1,5,7%
Clc1ccc(Oc2ncnc3oc(-c4ccccc4)cc23)cc1,.,?
O=C(COC(=O)C1CC2CCCC(C1)C2=O)NNC(=O)c1ccccc1Br (stereo not given),.,?
C/C(=N\N(C)C)c1ccc(OCCOc2ccc([N+](=O)[O-])cc2)cc1,9,-14%
CN(C)CCNC(=O)NC(=O)c1ccc(Cl)cc1,.,?
O=C(Nc1cccnc1)c1ccc(Cl)c(S(=O)(=O)N2CCc3ccccc32)c1,.,?
CC(C)COc1ccc(/C=C2/Sc3ccccc3C2=O)cc1,12,-23%
CCOc1ccc(OCCSc2nc3ccccc3c(=O)[nH]2)cc1,.,?
CCCN(CCC)S(=O)(=O)c1ccc(C(=O)Nc2nnc(CSC)o2)cc1,-14,1%
CC(/C=C1\SC(=S)N(NC(=O)c2ccc(O)cc2)C1=O)=C\c1ccccc1,.,?
CCCCOc1ccc(C(=O)Nc2cccc(C)n2)cc1,.,?
CC(=O)N1CCOc2ccc(S(=O)(=O)NCc3ccccc3Cl)cc21,.,?
COc1ccc(-c2csc(NC(=S)NC(=O)/C=C/c3ccccc3)n2)cc1Br,.,?
CCc1nnc(NC(=O)CCC(=O)NC2CCCc3ccccc32)s1 (stereo not given),.,?
CN(C)CCCNC(=O)c1cc(C(=O)c2ccc(F)cc2)c[nH]1,-13,13%
O=C(Cn1cc(C(=O)C2CC2)c2ccccc21)NC1CCCC1,-12,-4%
Cc1ccc(C(=O)CC(=O)c2ccc(C)cc2O)cc1,.,?
Cc1ccc(/C=C/c2nnc(-c3cccc(C)c3)o2)cc1,.,i
O=C(COC(=O)/C=C/c1nc2ccccc2s1)Nc1ccccc1Oc1ccccc1,.,?
C=CCn1c(SCc2ccc(C(=O)Nc3ccccc3)cc2)nnc1-c1ccccc1,.,?
CC(=O)Nc1c2c(nn1-c1ccccc1C)CS(=O)C2 (stereo not given),-1,-9%
O=C(O)COCCN1CCN([C@H](c2ccccc2)c2ccc(Cl)cc2)CC1,10,-2%
O=C(NCCc1ccccc1F)[C@@H]1CSC2c3ccccc3C(=O)N21 (stereo not given in full),.,?
COCCNC(C(=O)Nc1ccc([N+](=O)[O-])cc1Br)c1ccccc1 (stereo not given),.,?
C=C(C)CN(CC)c1nc(N)c2c(N)nc3c(c2c1C#N)CC(=O)N3C12CC3CC(CC(C3)C1)C2,.,?
Cc1nn(C)cc1C(C(=O)NC1CCCCC1)N(C(=O)Cn1nnc2ccccc21)c1ccc(F)cc1 (stereo not given),20,i
CCOc1ccc(-n2c(=O)c3sccc3n(Cc3ccc(C)cc3)c2=O)cc1,-5,3%
COc1cc(C(=O)Nc2ccc(Cl)c(C(F)(F)F)c2)cc(OC)c1OC,1,-22%
COc1ccc(NC(=S)NNC(=O)c2ccc(S(=O)(=O)N3CCOCC3)cc2)cc1,.,?
O=C1/C(=C/c2ccccn2)SC(=S)N1c1cccc(O)c1,.,?
CCCOC(=O)C1[C@H]2C(=O)N(CCCOC)C[C@]23C=C[C@H]1O3 (stereo not given in full),.,?
Cc1nc2ccccc2c(=O)n1/N=C/c1cn(-c2ccccc2)nc1-c1cccs1,.,?
O=C(NCc1ccco1)C1CN(S(=O)(=O)c2ccccc2)CCN1S(=O)(=O)c1ccccc1 (stereo not given),.,?
COc1ccc(CCN2CC(C#N)=C3c4cc(OC)c(OC)cc4CCN3C2)cc1OC,-9,-10%[9.22 µM]
CC(C)C[C@H]1CN=C(Nc2ccccc2)N1CCCC1CCCCC1,.,?
CCCCCCNC(=O)c1c(O)c2cccc3c2n(c1=O)CCC3,.,?
COC(=O)CN1C(=O)COc2ccc(S(=O)(=O)N3CCCC3)cc21,-37,i
COC(=O)c1c(C)[nH]c(C(=O)C(C)OC(=O)c2c(C)noc2C)c1C (stereo not given),.,?
CCOc1ccc(-c2nnc(-c3ccncc3)o2)cc1OCC,17,-9%
CCC(=O)Nc1ccc2c(c1)ncn2-c1ccccc1,-16,6%
O=C(NCCN1CCCC1=O)C1CCC(=O)N(CCc2ccc(Cl)cc2)C1 (stereo not given),.,?
COc1cccc(-c2csc(NNC(=O)c3cccs3)n2)c1,-5,-1%
CCOc1ccccc1NC(=O)CN1C(=O)C(=O)N(Cc2ccco2)C1=O,.,?
CCN(CC)C(=O)CCC(=O)Nc1ccc(C(=O)OC)cc1,.,i
O=C(NC(=S)Nc1cc(Cl)ccc1N1CCOCC1)c1ccc(-c2cccc(Cl)c2)o1,.,i
Cc1cc(NC(=O)CSCc2nc(-c3cccc(F)c3)oc2C)no1,.,?
Cc1ccc(S(=O)(=O)CCC(=O)OCC(=O)NC(N)=O)cc1,.,9%
CC(C)(C)OC(=O)N1CCC(CNC(=O)c2ccc(F)cc2)CC1,.,?
Nc1nonc1-n1nnc(C(=O)N/N=C/c2ccc(OCc3ccccc3)cc2)c1CN1CCCCC1,.,i

Next results.
Compound,S3 lipid droplet cell count max,S3 lipid droplet
CCOc1ccc2oc(C(=O)NCC(c3ccco3)N(C)C)c(C)c2c1 (stereo not given),.,?
CN1CCN(CCC2Oc3cc([N+](=O)[O-])ccc3NC2=O)CC1 (stereo not given),14,1%
Cn1ncc(Cl)c1C(=O)Nc1ccc2c(c1)CCC2,.,?
COc1ccc(CCN(C)C/C=C/c2ccccc2)cc1OC,9,10%
COc1ccc(CNC(=O)[C@H](C)NC(=O)[C@@H]2Cc3ccccc3CN2)cc1,.,?
CSc1ccc(S(=O)(=O)NCc2ccc(C)cc2)cc1,.,i
O=C(O)c1nn(-c2ccccc2C(F)(F)F)cc1O,0,-7%
Clc1ccc(-c2c[n+](Cc3ccc(Cl)cc3Cl)c3n2CCCCC3)cc1,.,?
C=CCn1c(SCC(N)=O)nc2scc(-c3ccc(C)o3)c2c1=O,.,?
COc1cccc(NC(=O)COC(=O)C2CC(=O)N(c3ccc(C)cc3)C2)c1 (stereo not given),.,?
COc1ccc(OCCCN(C)Cc2ccccc2)cc1,13,i
COc1cccc(C(=O)/C=C/Nc2ccc(S(=O)(=O)Nc3cccc(C(C)=O)c3)cc2)c1,.,?
CCOC(=O)C1CCCN(Cc2nc(N)nc(Nc3ccc(Cl)cc3)n2)C1 (stereo not given),.,?
COC(=O)c1cc(S(=O)(=O)NCC2CCN(Cc3ccc(F)cc3)CC2)c[nH]1,.,?
CCN1C(=O)CC(C(=O)Nc2ccc(F)cc2)SC1=Nc1cccc(OC)c1 (stereo not given),-13,-22%
Cn1c(-c2ccccc2)c(C(=O)CC#N)c2ccccc21,.,?
COc1ccc(N(C)C(=O)C2CCN(S(=O)(=O)c3cccc4nsnc34)CC2)cc1,.,?
CN1CCN(c2cc(=O)n(C3CCCCC3)c(=O)[nH]2)CC1,.,?
Cc1ccc(SCc2cc(=O)n3[nH]cnc3n2)cc1,14,9%
CC(=O)c1cccc(NC(=O)Nc2ccc3c(c2)N(C)C(=O)CS3)c1,.,?
Nc1c(-c2ccccc2)c(CSc2nc3ccccc3[nH]2)nn1-c1ccc(Cl)cc1,.,?
CC(C)CCNC(=O)C(=O)NCc1ccccc1,10,12%
Cc1nc(CCNC(=O)CC2C(=O)NCCN2Cc2ccccc2)nc2c1CCC2 (stereo not given),.,?
O=C(Nc1cccc(C(F)(F)F)c1)c1cccnn1,.,?
COc1ccc(CCN2C(=O)C(Oc3ccccc3C)C2c2ccc3c(c2)OCO3)cc1OC (stereo not given),.,-12%
CCc1ccc(/C=C2/Sc3ccccc3N(CC(=O)NCC3CCCO3)C2=O)cc1 (stereo not given),.,i
O=C(CNC(=O)c1ccco1)NCC(=O)OCc1ccccc1Br,-10,9%
COc1ccc(N2CCC(CNC(=O)Nc3ccccc3)C2)cc1 (stereo not given),.,i
COc1ccc(-c2noc(-c3cccs3)n2)cc1OC,1,5%
CC(C)NC(=O)CC1C(=O)N(Cc2ccccc2)C(C)c2nc3ccccc3n21 (stereo not given),4,1%
CCn1nc(NC(=O)c2ccccn2)c2cc3cccc(C)c3nc21,.,?
CCOc1ccc2nc(NC(=O)C3CCCN(S(=O)(=O)c4cccc5nonc45)C3)sc2c1 (stereo not given),.,?
CCOc1ccccc1NC(=O)N1CCCC1C(=O)Nc1nnc(CC)s1 (stereo not given),.,?
CCC(=O)N1CCN(c2nc(-c3ccc(Cl)cc3)cs2)CC1,-15,-20%
CCCOc1ccc(CNC(=O)C2CCN(C(=O)N3CCOc4ccccc43)CC2)cc1,.,?
Cc1ccc2[nH]c(C(=O)O)c(NC(=O)[C@@H]3C[C@@H]3c3ccccc3)c2c1,4,15%
O=C(Nc1cccc(S(=O)(=O)N2CCCCC2)c1)C1CC1,.,?
Cc1cc(C)n(-c2ccc(C(=O)Nc3cccnc3)cc2)n1,-3,0%
COC(=O)c1sccc1NC(=O)Nc1cc(OC)ccc1OC,.,?
O=C(NCc1ccc2c(c1)OCO2)Nc1ccc(F)cc1,.,?
N#CCCN(C(=O)Nc1ccc(Cl)c(Cl)c1)c1ccccc1,.,?
CCn1c(SCc2cccc(C(=O)O)c2)nnc1-c1ccccc1,.,?
COCC(C)NC(=O)c1ccccc1OC(C)=O (stereo not given),-3,2%
COc1ccccc1N1CCN(Cc2cc(=O)c(OCC#N)co2)CC1,.,?
COc1cc(C)c(C(C)C)cc1S(=O)(=O)NCCCn1ccnc1,.,?
CCc1ccc(S(=O)(=O)Nc2cccc(-c3ccc4nnc(C)n4n3)c2)s1,.,?
O=C(c1cc(Cl)ccc1F)N1CCCC(Nc2ccc3c(c2)OCCO3)C1 (stereo not given),-8,-11%
N#CCCn1c2ccccc2c2nc3ccccc3nc21,.,?

Among those listed so far, these have an aryl thioether with sulfur outside any ring.
Compound,S3 lipid droplet cell count max,S3 lipid droplet
COc1ccc(NC(=O)CSc2nc(=O)n(CCN(C)C)c3c2CCCC3)cc1,5,7%
CCOc1ccc(OCCSc2nc3ccccc3c(=O)[nH]2)cc1,.,?
C=CCn1c(SCc2ccc(C(=O)Nc3ccccc3)cc2)nnc1-c1ccccc1,.,?
CSc1ccc(S(=O)(=O)NCc2ccc(C)cc2)cc1,.,i
C=CCn1c(SCC(N)=O)nc2scc(-c3ccc(C)o3)c2c1=O,.,?
Cc1ccc(SCc2cc(=O)n3[nH]cnc3n2)cc1,14,9%
Nc1c(-c2ccccc2)c(CSc2nc3ccccc3[nH]2)nn1-c1ccc(Cl)cc1,.,?
CCn1c(SCc2cccc(C(=O)O)c2)nnc1-c1ccccc1,.,?

The list continues.
Compound,S3 lipid droplet cell count max,S3 lipid droplet
N#Cc1c(SCC(=O)N2CCCCC2)nsc1SCC(=O)N1CCCCC1,10,i
Oc1ccccc1CN1CCCC(N2CCN(c3cccc(C(F)(F)F)c3)CC2)C1 (stereo not given),-4,30%
COc1ccc(/C=N/NC(=O)c2[nH]c(C)c(C(=O)N/N=C/c3ccc(OC)cc3)c2C)cc1,2,7%
COc1ccccc1OCC(=O)Nc1ccc(S(=O)(=O)Nc2cc(C)nc(C)n2)cc1,.,?
CCOc1ccc(CN2C(=O)c3ccccc3C2C(=O)NCC2CCCO2)cc1 (stereo not given),.,?
Cn1c(SCC(=O)c2c(N)n(C)c(=O)n(C)c2=O)nnc1-c1ccccc1F,.,?
Cc1ccc(-c2nnc3ccc(SCC(=O)Nc4cc(C)on4)nn23)cc1,.,?
CC1(C)NC(=O)N(CC(O)Cn2c3ccccc3c3ccccc32)C1=O (stereo not given),4,12%
CC12CCC(C(=O)NC3CCCCC3)([C@H](Br)C1=O)C2(C)C (stereo not given in full),14,-10%
CCc1nn(CC(=O)NCc2cccnc2)c(=O)c2cc3occc3n12,.,?
O=C(NCC(=O)N1CCCCCCC1)c1ccccc1Br,10,14%
CCN(CC)C(CNC(=O)CSc1nnnn1-c1cccc(F)c1)c1ccco1 (stereo not given),.,?
O=C(Nc1cccc(Cl)c1)c1ccc2c(c1)OCCO2,.,?
CCSc1ccccc1C(=O)NCc1ccc(OC)cc1,.,?
